Screens deposited in PubChem BioAssay by several laboratories.
Mtb FBA inh = inhibitors of M. tuberculosis fructose-bisphosphate aldolase | purified M. tuberculosis FBA, fluorescence read-out | inhibition, % at 1 µM | actives 2.3% (n = 360,000) | AID 588726; in the data active = inhibition above about 27%;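 also: 0% = vehicle and 100% = reference inhibitor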
Target sequence (P9WQA3 whole entry, looked up): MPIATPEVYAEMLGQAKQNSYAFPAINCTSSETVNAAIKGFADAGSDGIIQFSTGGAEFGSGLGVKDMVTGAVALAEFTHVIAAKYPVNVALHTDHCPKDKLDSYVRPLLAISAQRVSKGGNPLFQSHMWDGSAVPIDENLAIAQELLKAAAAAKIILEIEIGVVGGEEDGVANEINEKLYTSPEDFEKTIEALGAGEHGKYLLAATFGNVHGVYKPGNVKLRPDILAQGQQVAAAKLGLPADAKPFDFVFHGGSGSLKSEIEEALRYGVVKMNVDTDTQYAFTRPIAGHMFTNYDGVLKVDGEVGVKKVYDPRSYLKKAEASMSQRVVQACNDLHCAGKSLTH
BoNT-F LC inh = BoNT F light chain protease inhibition; Multiplex microsphere protease cleavage assay, flow cytometry; inhibition, % at 10 µM; actives 0.22% (n = 360,000); in the data active = inhibition above about 35%, passing the limit was not always enough; inconclusive = no clear call, values can overlap the other calls; also: plate controls were buffer without enzyme for full effect and enzyme alone for no effect
FadD28 binding = M. tuberculosis FadD28 bisubstrate binding inhibition. actives 0.22% (n = 360,000). FadD28 bisubstrate probe binding, fluorescence polarization. AID 588549. inhibition, % at 12.5 µM; in the data active = inhibition above about 8.5%, passing the limit was not always enough; inconclusive = no clear call, values can overlap the other calls
UGM FP inh = inhibitors of M. tuberculosis UDP-galactopyranose mutase; P9WIQ1; purified UGM, fluorescence polarization probe displacement; inhibition, % at 10 µM; actives 0.06% (n = 320,000); AID 504406; in the data active = inhibition above about 10%, passing the limit was not always enough; inconclusive = no clear call, values can overlap the other calls
Target sequence (P9WIQ1 whole entry, looked up): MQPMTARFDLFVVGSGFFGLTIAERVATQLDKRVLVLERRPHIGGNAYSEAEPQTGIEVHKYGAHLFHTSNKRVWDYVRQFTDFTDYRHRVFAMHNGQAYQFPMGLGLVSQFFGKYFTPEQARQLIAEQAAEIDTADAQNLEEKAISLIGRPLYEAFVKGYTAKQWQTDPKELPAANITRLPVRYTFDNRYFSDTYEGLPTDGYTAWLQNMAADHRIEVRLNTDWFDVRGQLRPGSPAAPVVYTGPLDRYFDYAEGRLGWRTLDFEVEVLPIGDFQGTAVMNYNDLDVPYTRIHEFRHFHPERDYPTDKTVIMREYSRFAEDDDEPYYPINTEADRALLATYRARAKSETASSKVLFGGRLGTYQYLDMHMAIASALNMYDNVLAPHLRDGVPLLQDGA
BoNT A protease = BoNT A light chain protease inhibition; multiplex microsphere protease substrate cleavage, flow cytometry; inhibition, % at 10 µM; actives 0.17% (n = 360,000); also: plate controls were buffer without enzyme for full effect and enzyme alone for no effect
BioA inh = BioA (M. tuberculosis) enzyme inhibition. purified M. tuberculosis BioA enzyme, plate reader. inhibition, % at 9.99 µM. actives 0.096% (n = 360,000). AID 602481; in the data active = inhibition above about 40%; inconclusive = no clear call, values can overlap the other calls
GDH-TPI counter = counter-screen for M. tuberculosis FBA inhibitors: GDH-TPI coupled enzymes; GDH-TPI coupled enzyme counterscreen, NADH absorbance; inhibition, % at 4.8 µM; actives 1.2% (n = 360,000); AID 588335; in the data active = inhibition above about 30%;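 also: 0% = DMSO wells and 100% = wells lacking the enzyme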
PfHsp40 rescue = compounds rescuing yeast from Plasmodium falciparum HSP40 toxicity. S. cerevisiae expressing PfHsp40, growth rescue, ATP luminescence. AID 504582. growth rescue, % at 12.5 µM. actives 0.68% (n = 340,000); in the data active = growth rescue above about 28%, passing the limit was not always enough; inconclusive = no clear call, values can overlap the other calls;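 also: yeast W303a lacking pdr1 and pdr3 grown in galactose medium; growth measured after three days at 30 °C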
Anthrax LF prot = anthrax lethal factor protease inhibition. P15917. multiplex microsphere protease cleavage assay, LF. inhibition, % at 10 µM. actives 0.12% (n = 360,000); also: plate controls were buffer without enzyme for full effect and enzyme alone for no effect
Numbers without * were called inactive; ? = inconclusive; . = no result given. Rule as the data show it, unless noted: active = inhibition above about 30%; inconclusive = no clear call, values can overlap the other calls; inactive = below that.

Each structure is followed by: Mtb FBA inh	BoNT-F LC inh	FadD28 binding	UGM FP inh	BoNT A protease	BioA inh	GDH-TPI counter	PfHsp40 rescue	Anthrax LF prot
Oc1cccc(-n2nnnc2SCc2ccccc2F)c1
  -0.6	-13.2	-1.2	0.7	-3.2	2.1	11.3	0.8	-5.2
COc1cc(C(c2c(C)[nH][nH]c2=O)c2c(C)[nH][nH]c2=O)ccc1OC(=O)c1cccc([N+](=O)[O-])c1
  6.6	-5.3	-0.7	-1.8	0.6	.	4.1	-0.4	-3.0
CC1CCCN(C(=O)c2ccc(OC3CCN(CCc4ccccc4)CC3)cc2)C1 (configuration not stated)
  0.5	6.2	-2.5	-1.0	1.4	-0.5	2.5	1.4	0.9
OCCN(CCO)c1nc(-c2ccccc2)nc2c1oc1ccccc12
  3.6	-5.1	-4.0	-1.6	-0.2	.	3.2	-0.4	-3.2
Cc1cc(C)n2nc(Nc3ccccc3)cc2n1
  4.0	-11.9	-0.6	2.0	0.6	-3.3	13.2	-1.6	-7.0
CCOc1ccc(C(=O)NCCCN2CCCC2=O)cc1
  -2.4	8.1	0.6	-0.8	-0.3	-1.0	1.3	0.0	-3.6
CCCCNC(=O)C1CCCN(S(=O)(=O)c2ccc(S(=O)(=O)NCC(C)C)cc2)C1 (configuration not stated)
  0.1	0.6	-2.7	-4.5	0.2	0.0	-4.6	1.3	2.0
C=CCN(CC=C)C(=O)c1cccc(S(=O)(=O)N2c3ccccc3CC2C)c1 (configuration not stated)
  2.1	-3.3	0.4	3.5	-1.0	0.7	2.4	1.3	1.1
CC(C)(C)OC(=O)NCc1nc(N)n[nH]1
  0.6	4.2	-4.6	1.2	0.1	0.2	-6.6	-1.3	2.7
CC(C)CC(c1nnnn1CC1CCCO1)N1CCN(Cc2ccc3c(c2)OCO3)CC1 (configuration not stated)
  8.3	32.3	-3.4	-2.8	1.8	1.2	6.7	1.3	1.8
COc1ccccc1OCCNC(=O)c1ccc(NC(=O)CC2SC(N3CCCC3)=NC2=O)cc1 (configuration not stated)
  -1.2	-10.5	-1.7	.	0.0	-1.4	4.2	0.3	-1.1
CC(=O)Nc1ccc(S(=O)(=O)N[C@@H](C)C(=O)OCc2ccc(Cl)cc2)cc1
  0.9	-3.8	-2.2	0.9	-0.9	.	-0.4	0.6	-6.4
CC(C)(C)OC(=O)C[C@@H]1C/C=C\C[C@H](CC(=O)NCCO)C(=O)NC[C@@H](c2ccccc2)OC1=O
  -2.3	-4.8	-4.1	1.1	-0.8	1.1	0.9	0.3	-8.1
CN(C)CCCCCNCCCNC(=O)/C=N\O
  3.4	-6.7	-1.1	-1.0	-1.4	0.4	-1.6	-1.7	-3.6
Cc1ccc(CN2CCN(Cc3cn[nH]c3-c3cccc(F)c3)CC2CCO)o1 (configuration not stated)
  -6.1	4.4	-5.4	0.9	-0.2	.	-3.7	0.2	-0.6
C[C@@H]1CCC(=O)N(CC[C@H](Sc2ccc(Br)cc2)c2ccccc2)CC1
  0.1	10.2	-14.8	-2.0	0.5	0.0	1.8	0.9	-2.4
COc1cc(C(=O)Oc2ccccc2/C=N/NC(=O)c2ccc(Cl)cc2Cl)cc(OC)c1OC
  0.9	-7.0	-3.2	-1.3	0.2	0.1	-10.0	4.1	-5.3
CCOc1ccc(NC(=O)Nc2cccn(Cc3ccccc3)c2=O)cc1
  2.8	-0.7	-1.4	4.2	-0.2	.	5.0	0.8	3.3
CCN(CC)CCNC(=O)C(=O)Nc1ccc(C(=O)OC)cc1
  -0.8	-2.9	-4.1	1.7	-0.9	4.3	0.7	-0.5	-0.2
CCOC(=O)N1CCN(c2c(N3CCN(c4cccc(C(F)(F)F)c4)CC3)c(=O)c2=O)CC1
  3.0	-5.1	0.3	0.8	-0.5	.	-0.3	0.2	2.1
COC(=O)C1CCN(C(=O)Cc2c(OC)ccc3cc(Br)ccc23)CC1
  -0.4	-14.3	-0.9	-2.9	-1.1	4.9	19.5	-0.7	-5.1
COc1ccc(-n2ncc3c2CC(C)(C)CC3NC(=O)CCCN2CCCC2=O)cc1 (configuration not stated)
  -1.4	2.0	1.4	1.8	2.9	1.4	2.6	0.2	0.0
O/N=C(\c1ccc(Cl)cc1)c1cc2ccccc2o1
  -2.3	11.9	-6.3	1.8	1.6	-3.2	-4.5	641.2*	-2.4
O=C1Nc2ccccc2C1=O
  3.0	-1.4	-0.8	1.5	-0.2	-0.1	3.5	0.3	-2.2
CCOc1ccc(-n2cc(-c3ccccc3)c3c(=O)[nH]cnc32)cc1
  2.2	-2.7	-6.0	5.1	-0.4	4.8	-0.3	2.2	-3.7
CCc1ccc(C(=O)COC(=O)c2cnc(C)cn2)cc1
  1.3	-11.6	-1.1	-0.5	-0.5	0.2	3.1	-1.3	-5.7
CN(c1ccc(C(=O)N2CCOCC2)cc1)S(C)(=O)=O
  1.8	-20.6	-2.4	-1.4	-1.5	0.0	-5.0	0.2	-1.6
O=C(Nc1ccc(F)cc1)c1cccc(NC(=O)C2C3CC4OC(=O)C2C4C3)c1 (configuration not stated)
  0.4	0.9	-4.8	0.3	0.5	31.3	2.4	-1.5	-6.1
COc1cc(OC)c(C=NNC(=S)NC23CC4CC(CC(C4)C2)C3)c(OC)c1
  1.2	-2.1	1.2	.	1.0	.	12.9	-1.2	1.3
O=C(NCCOc1ccccc1)c1cc2ccccc2o1
  -8.6	7.8	0.2	2.7	-0.5	-1.4	9.9	-0.2	1.7
CCCC(=O)Nc1ccccc1-c1nnc(SC)[nH]c1=O
  -0.6	-8.9	-2.2	-2.0	-0.4	-0.1	-4.3	-0.7	-5.8
O=C(CN1N=C(c2ccc(Cl)cc2)CCC1=O)NCCN1CCc2ccccc2C1
  -0.6	-0.6	-0.9	0.2	0.4	-1.8	5.7	-1.3	-1.2
CCOc1ccc(N2C(=O)CN(CC(=O)OC)C2=S)cc1
  -0.4	6.8	-2.4	-0.8	0.7	.	1.9	-0.1	-8.8
O[C@@H]1CN(CC2CCCCC2)[C@@H](c2ccccc2)C[C@H]1n1cc(C2CC2)nn1
  2.0	-6.7	-1.2	.	-0.3	-0.1	4.1	.	-4.2
Cc1ccc(OCCC(=O)OCC(=O)Nc2ccc3c(c2)OCO3)cc1
  0.9	-8.5	-2.6	0.7	-3.5	-1.2	-5.6	0.0	1.2
Cc1cc(C(=O)COC(=O)c2ccc3c(c2)NC(=O)CS3)c(C)n1CC1CCCO1 (configuration not stated)
  -9.2	-9.2	-3.4	-1.1	0.1	0.4	9.6	0.7	-0.9
CC(C)=Cc1oc2ccc([N+](=O)[O-])cc2c1N1CC(C)OC(C)C1 (configuration not stated)
  -2.2	-4.0	-2.4	-2.4	-0.6	.	3.3	-1.1	-2.2
O=C(Cc1cccs1)NCc1cccc(Cl)c1
  -0.3	-5.7	-0.7	-3.9	-2.0	-0.5	14.5	0.1	5.2
O=[N+]([O-])c1ccc(Cl)c(NC(=S)N2CCCC2)c1
  -0.5	-33.1	-2.5	3.2	0.3	-0.8	11.8	1.3	10.2
COc1ccc(C(=O)OCC(=O)Nc2cccc(C(C)=O)c2)cc1OC
  0.3	7.2	.	0.8	1.0	1.1	3.4	-1.3	5.0
Cc1ccc(-c2nc(CS(=O)CC(=O)NC3CCCCC3)c(C)o2)cc1 (configuration not stated)
  2.8	-6.2	-1.1	-0.1	-1.7	0.0	4.3	0.3	-3.4
COc1cc(OC)cc(C(=O)NNC(=O)c2ccc(S(=O)(=O)N(C)c3ccccc3OC)cc2)c1
  -0.3	-6.7	-4.4	2.7	-0.8	0.2	1.2	1.2	-10.7
O=C(NC(=S)Nc1ccccc1N1CCOCC1)c1ccco1
  -1.1	-4.8	0.5	1.0	-0.3	.	6.2	-0.3	0.3
Cc1c(N=C2NC(=O)C(CC(=O)Nc3ccccc3)S2)c(=O)n(-c2ccccc2)n1C (configuration not stated)
  1.3	-1.4	-3.0	-0.6	-0.3	0.1	-1.4	-0.7	-2.6
Cc1ccc(Cl)cc1NC(=S)N(Cc1cccs1)C1CCCC1
  -0.3	-5.6	-2.5	-1.3	0.1	.	-0.6	0.7	-2.5
C/C(=N\Nc1nc2ccccc2[nH]1)c1ccc([N+](=O)[O-])cc1
  -6.5	-5.4	0.6	-0.2	-0.8	0.1	18.8	-0.4	-1.2
CN(CC(=O)Nc1ccc(N2CCOCC2)cc1)C(=O)Cc1ccccc1
  0.8	-7.1	-1.9	-1.5	-0.4	-1.3	-0.4	0.3	1.0
COc1ccc(-c2cc(-c3nnc(COC(=O)CC4CCCC4)o3)c3ccccc3n2)cc1OC
  6.9	-0.1	-1.3	1.4	29.2	.	14.3	0.7	6.9
CN(C)Cc1nc2ccccc2c(=O)n1CC(=O)Nc1cccc(S(=O)(=O)N2CCOCC2)c1
  2.5	-5.3	-1.9	0.4	0.1	1.6	11.3	0.4	-0.1
Cc1cc(Nc2ccccc2Cl)c2ccccc2n1
  0.5	?	-1.6	-0.4	-0.5	1.4	36.5*	-2.3	-5.5
CC(C)(C)n1cnc2cc(NCc3cccs3)ccc21
  3.6	-7.0	-1.0	-0.4	0.1	0.9	11.0	0.5	-1.5
CCOC(=O)c1ccc(OCc2c(C)noc2C)cc1
  -0.8	5.3	-3.0	-2.2	0.0	-1.1	4.0	3.6	-1.4
Cc1c(N=Nc2c(O)[nH]c(=O)[nH]c2=O)c(=O)n(-c2ccccc2)n1C
  -3.5	-5.8	0.1	-1.0	-1.2	.	14.6	1.0	-1.0
CN1C(=O)NC(c2ccc(Cl)cc2)C2=C1CC(C)(C)CC2=O (configuration not stated)
  -0.4	33.0	-0.5	2.5	0.1	-0.5	10.7	-1.0	-2.4
CN(Cc1ccccc1)C(=O)Cn1nc(C(F)(F)F)c2c1CCC2
  1.4	8.6	-0.6	-2.4	0.6	-0.7	0.6	2.1	0.7
O=C1Nc2ccccc2N(O)N1c1cc(-c2ccc(Cl)cc2)[nH]n1
  -5.5	-1.3	-6.3	2.7	0.4	-2.1	0.0	-1.9	1.3
CCc1ccc(NC(=O)CSc2nnc(CNC(=O)c3c(F)cccc3Cl)o2)cc1
  0.0	-7.5	-3.2	1.6	0.6	-0.3	1.2	0.4	0.1
CC(C)(C)c1nc(SCC(=O)NCc2cccs2)c2ccccc2n1
  -4.3	-3.1	-1.3	-0.3	0.2	.	-13.1	-0.7	-1.4
Cc1nc2sc(C(c3cccs3)N3CCC(C(N)=O)CC3)c(O)n2n1 (configuration not stated)
  -1.3	2.0	-0.1	-4.9	-1.5	0.1	12.6	-1.5	-15.7
CCCCN1C(=O)C(=O)N(CC(=O)N2CCN(c3ccccc3)CC2)C1=O
  -1.4	2.5	-1.8	1.3	1.9	.	-4.3	1.2	-3.0
C=CCN1c2ccccc2[C@]23C[C@@H](C(=O)OC)N(C(C)=O)C2=NC(C(=O)OC)=C(C(=O)OC)[C@H]13
  1.9	-2.5	-0.8	-0.7	-0.1	0.8	9.2	0.9	1.6
CCOc1ccc(CCNC(=O)COC(=O)/C=C/c2ccc(OC(F)F)c(OC)c2)cc1OCC
  1.8	-8.8	0.4	-1.4	-6.8	-0.6	6.7	-0.1	-2.9

A draw from above in order of SMILES length, descending:
Each structure is followed by: Mtb FBA inh	BoNT-F LC inh	FadD28 binding	UGM FP inh	BoNT A protease	BioA inh	GDH-TPI counter	PfHsp40 rescue	Anthrax LF prot
CN(C)Cc1nc2ccccc2c(=O)n1CC(=O)Nc1cccc(S(=O)(=O)N2CCOCC2)c1
  2.5	-5.3	-1.9	0.4	0.1	1.6	11.3	0.4	-0.1
O=C(NC(=S)Nc1ccccc1N1CCOCC1)c1ccco1
  -1.1	-4.8	0.5	1.0	-0.3	.	6.2	-0.3	0.3
Cc1cc(Nc2ccccc2Cl)c2ccccc2n1
  0.5	?	-1.6	-0.4	-0.5	1.4	36.5*	-2.3	-5.5
